Assay outcomes: PubChem BioAssay, several laboratories
GSK3beta inhib – blocks human GSK3beta kinase activity. P49841. 300,000 tested, 0.038% active. GST-GSK3beta kinase, ADP-Glo luminescence, 60 min; hits give low values. activity score (negative = inhibition), % at 10 µM;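 active = more than half of replicate wells score below -50%, meaning over 50% inhibition versus plate controls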;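 also: 0% = median DMSO wells and -100% = median GW8510 positive control wells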
Target sequence (P49841 whole entry, looked up): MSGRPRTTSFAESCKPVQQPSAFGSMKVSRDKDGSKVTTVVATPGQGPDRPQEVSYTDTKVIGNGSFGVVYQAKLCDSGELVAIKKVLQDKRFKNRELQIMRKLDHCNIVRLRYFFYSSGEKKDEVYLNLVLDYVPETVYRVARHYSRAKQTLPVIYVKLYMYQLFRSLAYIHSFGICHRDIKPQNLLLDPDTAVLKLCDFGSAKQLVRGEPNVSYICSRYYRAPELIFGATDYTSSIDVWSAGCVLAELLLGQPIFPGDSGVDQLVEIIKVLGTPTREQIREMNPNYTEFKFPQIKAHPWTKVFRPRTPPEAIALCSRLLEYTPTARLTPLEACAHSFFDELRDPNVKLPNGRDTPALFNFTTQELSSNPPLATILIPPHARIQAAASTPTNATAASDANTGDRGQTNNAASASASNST
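Test system: GST-tagged human GSK3beta kinase, cell-free; evaluation: activity score scaled between in-plate DMSO and GW8510 controls; measured by: ADP-Glo luminescence; incubation: 60 min reaction, RT; benchmarks: DMSO and 20 µM GW8510; reagent: peptide substrate plus 25 µM ATP (final); medium: Tris/MgCl2 kinase buffer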
GSK3A inh – blocks human GSK-3 alpha kinase; ADP-Glo luminescence, 60 min; inhibition, % at 10 µM; 320,000 tested, 0.1% active;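 in the data active = inhibition above about 50%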;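 also: GST-tagged GSK-3 alpha with peptide substrate and 25 µM ATP; 0% = DMSO neutral wells and 100% = GW8510 positive control wells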
Target sequence (P49840 whole entry, looked up): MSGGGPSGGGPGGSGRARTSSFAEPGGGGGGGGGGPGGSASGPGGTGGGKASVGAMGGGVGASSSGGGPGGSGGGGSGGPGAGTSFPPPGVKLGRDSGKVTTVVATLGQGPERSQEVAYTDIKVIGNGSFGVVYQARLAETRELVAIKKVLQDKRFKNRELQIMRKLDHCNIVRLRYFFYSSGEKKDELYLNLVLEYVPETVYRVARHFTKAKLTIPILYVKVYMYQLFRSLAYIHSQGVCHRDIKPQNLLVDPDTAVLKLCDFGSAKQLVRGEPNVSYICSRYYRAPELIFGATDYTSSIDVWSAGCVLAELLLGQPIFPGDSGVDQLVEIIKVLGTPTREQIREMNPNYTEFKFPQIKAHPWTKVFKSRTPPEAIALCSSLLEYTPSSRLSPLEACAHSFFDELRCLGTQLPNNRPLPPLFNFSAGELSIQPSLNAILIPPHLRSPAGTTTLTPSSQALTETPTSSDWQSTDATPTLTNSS
HSF-1 act – increases HSF-1 driven luciferase reporter signal; activation, % at 9 µM; 300,000 tested, 1.7% active; NIH3T3-HGL HSF-1 luciferase reporter, MG132, 8 h; 100% = twice DMSO control signal;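 active = mean replicate activation of at least 50% with a set share of replicates each reaching 50%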;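 also: 0% = median of the neutral control wells and 100% = twice that signal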
aSyn 5UTR inh – MLPCN primary screen, SNCA 5' untranslated region; 300,000 tested, 0.82% active; alpha-synuclein 5'UTR reporter, inhibitor activity; inhibition, % (tested at 7.5 µM); in the data active = inhibition above about 60%;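 also: H4 neuroglioblastoma cells stably carrying SNCA 5'UTR luciferase fusion; 0% = DMSO wells and 100% = positive control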
HSP90 refold inh – blocks HSP90-mediated luciferase refolding in reticulocyte lysate. AID 1789. inhibition, % at 5.6 µM. Rabbit reticulocyte lysate, luciferase refolding luminescence, 3 h. 290,000 tested, 0.91% active;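 active = inhibition above the screen-wide mean plus 3 SD, computed separately per campaign, cut at about 16% in these data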;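 also: 0% = DMSO wells and 100% = 60 µM geldanamycin wells; inhibitors lower the luminescence because luciferase stays unfolded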
Dyrk1A ADPGlo – blocks rat Dyrk1A kinase activity | Q63470 | ADP-Glo luminescence, NFATc1 peptide | inhibition, % at 12.5 µM | 310,000 tested, 0.43% active; in the data active = inhibition above about 50%;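 also: plate controls were vehicle with enzyme for no effect and no enzyme for full effect; many of its hits are not listed in these tables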
HSF1 inhib – HSF1 inhibition | 300,000 tested, 0.77% active | activity change, negative = inhibition, % at 7.5 µM (by protocol) | NIH3T3-HGL HSE-luciferase, MG132-induced, luminescence 8 h; hits give low values;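 active = more than half of replicate wells show activity change below -50%, luminescence cut by over half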;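 also: luciferase reports HSF-1 transcriptional activity via heat shock element; 0% = median of DMSO wells and -100% = zero luminescence signal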
KLF5 inhibitor – kruppel-like factor 5 inhibition | AID 1700 | inhibition, % at 5 µM | 290,000 tested, 0.23% active | DLD-1 KLF5 promoter-luciferase reporter, luminescence;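 active = inhibition above a per-plate limit of that plate's mean compound inhibition plus 3 SD, cut at about 60% in these data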;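 also: 0% = DMSO wells and 100% = LY294002 at 200 µM; higher means less KLF5 promoter-driven luciferase light; inactives centre near -14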
Platelet DG rel – platelet dense granule release activity; inhibition, %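 (compounds screened at 7.5 µM in platelet-rich plasma)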; 300,000 tested, 0.22% active; human platelet-rich plasma, SFLLRN dense granule ATP release, luminescence; AID 1663;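 active = mean replicate score, as percent of positive control, at or above 50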
IEC-6 tox – kills IEC-6 intestinal cells in KLF5 counter-screen | inhibition, % at 5 µM | IEC-6 cytotoxicity, luminescence viability | 290,000 tested, 0.78% active | AID 1825; in the data active = inhibition above about 22%;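 also: 0% = plate median of test compound wells and 100% = cytotoxic reference compound wells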
The depositor's hits bear a star; . = not tested or not shown. A portion of the library; count on the stated rates, not on these rows.

mol,GSK3beta inhib,GSK3A inh,HSF-1 act,aSyn 5UTR inh,HSP90 refold inh,Dyrk1A ADPGlo,HSF1 inhib,KLF5 inhibitor,Platelet DG rel,IEC-6 tox
COC(=O)C1=CN(CC2CCCO2)C=C(C(=O)OC)C1c1cc(OC)c(OC)c(OC)c1 (centres undefined),0,0,25,25,-5,-6,-3,-7,-1,-3
CC(OC(=O)CCCOc1ccccc1)C(=O)Nc1ccc(Cl)cn1 (centres undefined),0,0,4,7,.,4,1,.,2,.
CN(C)CCCNCCCNC(=O)/C(=N\O)c1ccccc1,2,2,11,-20,5,20,10,-5,2,-3
N#C/C(=C/Nc1ccccc1C(=O)O)C(N)=O,0,-4,-10,8,2,3,-4,-21,-3,-2
COc1cccc(NC(=O)N2CCC(NC(=O)C3CCCCC3)CC2)c1,1,-28,24,22,4,-5,13,-16,7,3
CN(CC(=O)N1CCOCC1)C(=O)CSc1nc2ccccc2s1,-1,-1,-4,-18,2,0,-4,-24,1,-2
CCC(=O)Nc1ccccc1C(=O)OCC(=O)c1ccc2ccccc2c1,-3,-1,29,-20,5,6,5,-24,0,-3
COc1cc(C(=O)NCCN2CCCC2)cc(OC)c1OC,-1,-3,1,13,-2,1,-4,-11,-1,-3
CCOC(=O)C1=C(O)c2ccccc2C(=O)/C1=C\c1ccc(C)cc1,.,1,.,.,0,16,.,-15,.,-6
Cc1ccn2cc(CCNC(=O)C3CCCCC3)nc2c1,-4,1,2,-29,-3,2,0,0,2,-1
COc1ccc(C2(O)CCN(Cc3nnnn3Cc3ccc(F)cc3)CC2)cc1,-1,-3,-2,-1,-3,0,0,-4,10,-8
Cc1ccccc1NC(=S)N(Cc1ccccc1)Cc1cccs1,-1,-2,29,25,8,-1,20,-22,3,1
COc1cc2c(cc1NC(=O)CSc1nc3ccc(C)cc3[nH]1)oc1ccccc12,-5,-2,74*,15,-2,.,48,0,-3,-1
O=C(O)c1cccc(S(=O)(=O)Nc2ccc(S(=O)(=O)N3CCOCC3)cc2)c1,4,-6,4,-2,2,.,-6,-19,1,-2
CCCn1c(=O)c2c(nc3n2CCCN3Cc2ccccc2)n(C)c1=O,5,-5,-16,10,-5,8,-11,-29,7,3
C/C(CC(=O)Nc1ccccn1)=N\NC(=O)C(=O)Nc1cccc(C)c1,-1,0,0,-25,3,-1,3,-33,1,-3
CCCCCNCC(=O)Nc1cc(C(F)(F)F)ccc1OCCOC,1,-1,2,21,-3,1,1,-16,-4,-3
COC(=O)c1c(C)n(-c2ccc(OC)cc2)c2ccc(O)cc12,0,-1,-30,27,-4,6,-24,-20,-3,-1
CC(C)CC(C)NNC(=O)c1cc2ccccc2[nH]1 (centres undefined),2,-1,11,-30,-4,5,2,-15,10,-9
O=C(CSc1nnc(-c2ccc(Br)cc2)o1)Nc1cccc(C(=O)O)c1,6,0,-23,98*,0,3,-17,56,-3,-3
CC(C)OC(=O)CSc1nnc2c3ccccc3n(C)c2n1,-1,-3,7,-8,6,2,12,2,-5,4
COC(=O)c1sccc1NC(=O)Cn1nnc(-c2ccc(C)cc2)n1,0,-3,-6,-8,-2,-4,-4,-7,-3,1
COc1ccc(CCNC(=O)CCC(=O)N2CCN(S(=O)(=O)c3ccc(Cl)cc3)CC2)cc1OC,0,-1,13,2,-8,9,14,-39,-6,-1
Cc1ccc(N2CC(C(=O)Nc3c4c(nn3C(C)(C)C)CS(=O)(=O)C4)CC2=O)cc1C (centres undefined),-3,4,-7,1,2,.,3,11,2,-3
N#Cc1ccc(N2CCN(C(=O)c3cccc(F)c3)CC2)c(F)c1,1,-1,-7,15,0,-6,-2,13,-6,7

The list goes on.
mol,GSK3beta inhib,GSK3A inh,HSF-1 act,aSyn 5UTR inh,HSP90 refold inh,Dyrk1A ADPGlo,HSF1 inhib,KLF5 inhibitor,Platelet DG rel,IEC-6 tox
Cc1ccccc1C(=O)c1cccn1CC(=O)NCc1ccc(Cl)cc1,1,-3,3,-1,-1,-2,13,-49,-1,-2
Cc1ccc(OCC(O)Cn2c(N3CCCCC3)nc3c2c(=O)[nH]c(=O)n3C)cc1 (centres undefined),3,1,20,28,9,1,-3,-41,.,3
Fc1ccc2c(Cl)c(-c3nnc(-c4cccs4)o3)sc2c1,2,0,22,-178,-5,-4,6,-43,-3,-4
Cc1cc(-c2n[nH]c(=S)n2Cc2ccco2)nn1C,5,9,-5,19,-3,-6,4,-37,-2,-1
FC(F)(F)c1ccc(Cl)c(NC2=NCCCCC2)c1,2,-2,-5,-7,2,-1,-7,5,5,-2
Cc1ccc(COc2ccc(/C=N/O)cc2)cc1,1,-4,44,-131,0,-5,27,-158,2,-6
Cc1c(NC(=O)/C=C/C(=O)O)cccc1[N+](=O)[O-],-4,0,14,-10,-6,7,10,0,0,-7
CN(CC(=O)NCc1ccccc1)S(=O)(=O)c1ccc2c(c1)CCC(=O)N2,-1,2,-15,7,-6,4,-6,-20,-4,0
CCOC(=O)Cc1nnc(Nc2cccc(C)c2)c2ccccc12,-4,-3,80*,-5,3,-6,65,-31,7,4
CCOc1ccc(N2CC(C(=O)NCCC3=CCCCC3)CC2=O)cc1 (centres undefined),0,-1,2,25,-1,1,-5,-15,8,4
COc1ccc(/C=C(/C#N)S(=O)(=O)c2ccc(C)cc2)cc1,2,.,13,0,3,-6,2,-37,-7,1
COc1ccc(N2C3=C(C(=O)CC(C)(C)C3)C(c3ccccc3OC)C3=C2CC(C)(C)CC3=O)cc1,0,-1,2,-10,4,10,-6,-38,2,-8
O=C(CSc1nc(Nc2ccccc2)nc(N2CCOCC2)n1)Nc1ccc(Br)cc1F,-8,-3,-8,19,7,-3,7,-11,-2,2
C=CCn1c(Cc2c(C)[nH]c3ccccc23)nnc1SCC(=O)NCc1ccc(F)cc1,-3,-1,6,2,2,1,1,-27,13,0
COC(=O)c1ccc2c(=O)n(CCCCCC(=O)NCCNC(C)=O)c(=O)[nH]c2c1,3,-1,-10,-10,0,.,-3,-22,-10,-8
O=C(Nc1cccc(O)c1)c1cccc(NC(=O)c2cccs2)c1,-12,-1,-1,-31,-3,10,-1,-32,-8,-6
O=C(CC(c1ccccc1)c1cc(Br)ccc1O)NCCCN1CCOCC1 (centres undefined),1,1,-9,10,-1,2,-5,-13,-2,1
O=S(=O)(c1ccccc1)N1CC=C(c2ccccc2)CC1,3,-2,-16,12,-2,-1,1,-20,-4,6
CCN1C(=O)[C@H]2[C@@H](c3ccc(-c4ccc(Cl)c(Cl)c4)c(OC)c3)N[C@@](Cc3ccccc3)(C(=O)OC)[C@H]2C1=O,2,-2,5,33,.,-9,1,.,-1,.
COc1cccc([C@@H]2Oc3ccc(OC)cc3C(=O)[C@H]2OC(=O)Nc2cc(OC)c(OC)c(OC)c2)c1,.,-1,.,.,1,.,.,6,.,2
CCCCCN(C(=O)CCC(=O)OCC(=O)N1CCCCC1)c1c(N)n(CCCC)c(=O)[nH]c1=O,-7,-2,1,3,0,-6,0,-30,21,3
CCCCOc1cccc(C(=O)N(Cc2cccs2)C2CCS(=O)(=O)C2)c1 (centres undefined),4,0,15,1,-2,-3,5,-4,.,0
CC(C)(C)c1ccc(-c2n[nH]c(=S)n2-c2ccccc2)cc1,-3,-4,11,20,0,1,-1,-43,16,2
COc1ccccc1NS(=O)(=O)c1ccc(Cl)cc1,0,1,11,3,-4,6,-3,8,4,-7
Fc1ccc(Br)cc1C1C=C(c2ccc(Br)cc2)Nc2ncnn21 (centres undefined),1,1,10,11,0,7,4,-6,-7,0

(more compounds)
mol,GSK3beta inhib,GSK3A inh,HSF-1 act,aSyn 5UTR inh,HSP90 refold inh,Dyrk1A ADPGlo,HSF1 inhib,KLF5 inhibitor,Platelet DG rel,IEC-6 tox
CC1(O)CC(=O)N(c2ccccc2)O1 (centres undefined),3,1,-5,-1,0,-2,-4,-7,-6,5
COc1cc2[nH]c(=S)n(CC3CCCO3)c(=O)c2cc1OC (centres undefined),-2,-2,16,18,2,3,7,-35,3,0
COc1cc(CC(=O)OCC(=O)Nc2ccc3c(c2)OCO3)cc(OC)c1OC,5,-2,6,1,-2,.,-1,-34,2,-4
Cc1ccc(-c2nn(C)c(=O)c3ccccc23)cc1CN1CCOCC1,-1,-17,1,3,3,-4,-1,-12,10,0
O=C(Oc1cccc(NC(=O)c2ccco2)c1)c1cccc(S(=O)(=O)N2CCCC2)c1,-1,-1,22,-72,-1,0,16,-15,1,-7
CCOC(=O)NC(=O)COC(=O)c1ccc(O)cc1,-5,-1,12,18,-1,-1,-2,-11,0,3
C=CCn1c(O)c(/C=C2\C=NN=C2c2ccccc2)sc1=S,3,0,18,-27,2,-6,5,-2,0,0

Given with two lines to a compound: 11 of the compounds above.
Second line of a record – GSK3beta inhib | GSK3A inh | HSF-1 act | aSyn 5UTR inh | HSP90 refold inh | Dyrk1A ADPGlo | HSF1 inhib | KLF5 inhibitor | Platelet DG rel | IEC-6 tox
- CCN1C(=O)[C@H]2[C@@H](c3ccc(-c4ccc(Cl)c(Cl)c4)c(OC)c3)N[C@@](Cc3ccccc3)(C(=O)OC)[C@H]2C1=O
  2 | -2 | 5 | 33 | . | -9 | 1 | . | -1 | .
- COc1cccc([C@@H]2Oc3ccc(OC)cc3C(=O)[C@H]2OC(=O)Nc2cc(OC)c(OC)c(OC)c2)c1
  . | -1 | . | . | 1 | . | . | 6 | . | 2
- CCCCCN(C(=O)CCC(=O)OCC(=O)N1CCCCC1)c1c(N)n(CCCC)c(=O)[nH]c1=O
  -7 | -2 | 1 | 3 | 0 | -6 | 0 | -30 | 21 | 3
- CCCCOc1cccc(C(=O)N(Cc2cccs2)C2CCS(=O)(=O)C2)c1 (centres undefined)
  4 | 0 | 15 | 1 | -2 | -3 | 5 | -4 | . | 0
- CC(C)(C)c1ccc(-c2n[nH]c(=S)n2-c2ccccc2)cc1
  -3 | -4 | 11 | 20 | 0 | 1 | -1 | -43 | 16 | 2
- COc1ccccc1NS(=O)(=O)c1ccc(Cl)cc1
  0 | 1 | 11 | 3 | -4 | 6 | -3 | 8 | 4 | -7
- Fc1ccc(Br)cc1C1C=C(c2ccc(Br)cc2)Nc2ncnn21 (centres undefined)
  1 | 1 | 10 | 11 | 0 | 7 | 4 | -6 | -7 | 0
- CC1(O)CC(=O)N(c2ccccc2)O1 (centres undefined)
  3 | 1 | -5 | -1 | 0 | -2 | -4 | -7 | -6 | 5
- COc1cc2[nH]c(=S)n(CC3CCCO3)c(=O)c2cc1OC (centres undefined)
  -2 | -2 | 16 | 18 | 2 | 3 | 7 | -35 | 3 | 0
- COc1cc(CC(=O)OCC(=O)Nc2ccc3c(c2)OCO3)cc(OC)c1OC
  5 | -2 | 6 | 1 | -2 | . | -1 | -34 | 2 | -4
- Cc1ccc(-c2nn(C)c(=O)c3ccccc23)cc1CN1CCOCC1
  -1 | -17 | 1 | 3 | 3 | -4 | -1 | -12 | 10 | 0
